Screening results deposited in PubChem BioAssay by several laboratories.
PKA-R2B activ = PKA-R2B complex activation. P22694+P31323. PKA-R2B holoenzyme dissociation, Cy5-IP20 fluorescence polarization; R2B truncated from residue 108, S112A mutant; 0% DMSO only, 100% 113 µM cGMP. activation, % at 11.4 µM. 340,000 compounds, 0.079% hits. AID 504700;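 active means activation above a cutoff set at the mean over all compounds plus 3 SD, cut at about 18% in these data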;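 further: higher means more holoenzyme dissociation and a rise in polarization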
Target sequence (P31323 whole entry, looked up, other chains not shown, the tested form may be a part): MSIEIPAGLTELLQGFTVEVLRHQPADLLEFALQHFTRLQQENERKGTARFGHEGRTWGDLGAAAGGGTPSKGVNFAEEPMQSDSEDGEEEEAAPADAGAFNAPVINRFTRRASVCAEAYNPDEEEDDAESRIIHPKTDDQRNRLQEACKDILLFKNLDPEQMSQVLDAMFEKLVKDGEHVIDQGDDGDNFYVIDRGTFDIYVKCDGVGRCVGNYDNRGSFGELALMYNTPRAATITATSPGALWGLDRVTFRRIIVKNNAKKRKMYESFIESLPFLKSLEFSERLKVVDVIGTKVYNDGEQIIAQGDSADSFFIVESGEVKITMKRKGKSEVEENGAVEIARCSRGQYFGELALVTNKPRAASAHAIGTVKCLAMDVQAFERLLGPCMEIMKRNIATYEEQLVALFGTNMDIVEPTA
RTF Ca sens act = cardiac RTF calcium sensitization; 340,000 compounds, 0.24% hits; activation, % at 7.2 µM; IANBD-labeled TnC RTF fluorescence at EC20 calcium; 0% EC20 calcium, 100% full calcium;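 active means activation above the mean over all tested compounds plus 3 SD, cut at about 30% in these data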;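 further: rise in fluorescence read as greater calcium sensitivity of cardiac thin filaments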
Rtt109 Vps75 = blocks Candida albicans Rtt109/Vps75 acetyltransferase activity. purified Rtt109/Vps75, ThioGlo CoA-SH fluorescence, 4 h. Q5AAJ8. inhibition, % at 34.9 µM. AID 540336. 330,000 compounds, 0.16% hits;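 active means inhibition of at least 50% in every replicate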
Target sequence (Q5AAJ8 whole entry, looked up): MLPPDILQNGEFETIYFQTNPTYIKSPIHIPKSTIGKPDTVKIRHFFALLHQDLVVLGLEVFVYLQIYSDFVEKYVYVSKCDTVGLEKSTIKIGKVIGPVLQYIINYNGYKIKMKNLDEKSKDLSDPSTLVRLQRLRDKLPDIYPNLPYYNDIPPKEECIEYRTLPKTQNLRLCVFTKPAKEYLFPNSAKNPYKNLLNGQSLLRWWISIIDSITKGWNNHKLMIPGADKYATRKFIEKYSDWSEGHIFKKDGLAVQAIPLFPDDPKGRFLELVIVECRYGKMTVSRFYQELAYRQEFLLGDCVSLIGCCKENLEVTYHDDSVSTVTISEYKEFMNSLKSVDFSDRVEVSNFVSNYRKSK
Keap1 Nrf2 FP = Keap1-Nrf2 (human) interaction inhibition; AID 504523; 340,000 compounds, 0.15% hits; Q14145; Keap1 Kelch-Nrf2 peptide fluorescence polarization, 1536-well; inhibition, % at 9.4 µM; in the data active means inhibition above about 12%;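 further: human Keap1 Kelch domain with fluorescein labeled Nrf2 9mer peptide probe; 0% = neutral control wells and 100% = peptide positive control; higher means more block of Keap1 binding to Nrf2 peptide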
CAL PDZ FP-1 = human CAL PDZ-peptide interaction inhibition; Q9HD26; purified CAL PDZ, TMR-peptide fluorescence polarization, 1 h; inhibition, % at 20 µM; 330,000 compounds, 0.02% hits; AID 504414;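 active means highest replicate inhibition of at least 40%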;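 further: plate controls were DMSO neutral control wells for no effect and unlabeled competitor peptide control wells for full effect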
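Test system: purified CerCALP PDZ construct; Compound dosing: one concentration, 20 µM compound; Also added: TMR-labelled reporter peptide T*-PRC34 bound in PDZ groove; Read-out: inhibition from polarization loss; Controls: unlabelled peptide and DMSO controls; Signal: FP readout, S and P plane fluorescence; Incubation: 1 h at RT.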
RTF Ca sens inh = cardiac RTF calcium desensitization. AID 493244. IANBD-labeled cardiac RTF, Ca2+ fluorescence. P19429+P45379. 340,000 compounds, 0.12% hits. inhibition, % at 7.15 µM;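 active means inhibition above the mean inhibition of all tested compounds plus 3 SD, cut at about 17% in these data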;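 further: assay run at fixed EC70 calcium of 1.6 mM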
DAGLB inhibitor = diacylglycerol lipase beta (human) inhibition; Q8NCG7; HEK293T DAGLB membrane lysate, EnzChek fluorogenic substrate; inhibition, % at 5.17 µM; 340,000 compounds, 0.059% hits; in the data active means inhibition above about 34%;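 further: 0% = enzyme with vehicle and 100% = wells lacking enzyme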
SR-BI uptake up = enhances SR-BI lipid uptake from DiI-HDL; CHO ldlA[mSR-BI] cells, DiI-HDL uptake fluorescence, 3 h; 100 = double the neutral-control signal; activation, % at 12.5 µM; 320,000 compounds, 0.096% hits; AID 504775;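 active means mean replicate activation of at least 60% and every replicate at or above 60%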;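 further: 0% = median plate neutral-control signal and 100% = twice that signal; values of inactives mirror those of a sister screen read the other way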
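Material: SR-BI-overexpressing, LDLR-lacking CHO cells | Dosing: Single compound concentration, delivered by pin transfer | Probe or stimulus: Labelled HDL, 10 µg/mL | Signal: Bottom-read cell fluorescence after medium removal, ex 550/em 595 nm | Schedule: 3 h, 37 °C | Evaluation: HDL uptake via cellular fluorescence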
C-LANA FP = KSHV C-LANA DNA binding inhibition; MBP-C-LANA/FAM-LBS DNA binding, fluorescence polarization; inhibition, % at 9 µM; 340,000 compounds, 0.078% hits;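 active means highest replicate inhibition at or above 60% at 9 µM, even if other replicates fall short; inactive means all replicates below 60% inhibition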;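 further: 0% = neutral control wells and 100% = 4 µM acridine orange control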
CAL PDZ FP-2 = inhibitors of human CAL PDZ peptide binding | 300,000 compounds, 0.92% hits | inhibition, % at 24.9 µM | Q9HD26 | purified CAL PDZ, TMR-peptide fluorescence polarization, 1 h | AID 602252;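 active means mean inhibition of at least 30% with at least half of replicates also reaching 30%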;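 further: 0% = DMSO neutral control and 100% = excess unlabeled competitor peptide PRC23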
An asterisk follows results filed as active; nt = no result given; & = joins results of further samples.

SMILES	PKA-R2B activ	RTF Ca sens act	Rtt109 Vps75	Keap1 Nrf2 FP	CAL PDZ FP-1	RTF Ca sens inh	DAGLB inhibitor	SR-BI uptake up	C-LANA FP	CAL PDZ FP-2
COc1ccc([N+](=O)[O-])cc1C(=O)Nc1ccc(Cc2ccncc2)cc1	-1	4	16	-3	0.5	-6	-5	3	-2.3	nt
COc1ccc(C(=O)N/N=C/c2c[nH]c3ccccc23)cc1	-2	-5	7	-4	0.4	-4	0	9	-7.3	nt
O=C(Cc1ccc([N+](=O)[O-])cc1)N/N=C/c1cccs1	10	3	-6	-4	-3.3	2	1	0	0.9	-4
Cn1c(Cn2c(=O)sc3ccccc32)nnc1SCC(=O)NC1CCCC1	-5	-1	1	-3	-0.1	3	-5	5	-0.4	-1
Cc1nnc(N/N=C/c2ccco2)n1N	-4	1	6	-3	-1.1	-8	1	3	-4.0	-5
Cc1noc(C)c1NC(=O)Nc1ccc2c(c1)C(=O)N([C@H](C)CO)C[C@H](C)[C@@H](CN(C)C(=O)NC1CCCCC1)O2	-6	-4	-8	-6	-1.1	1	-1	6	1.1	3
CCc1nccn1S(=O)(=O)c1ccccc1[N+](=O)[O-]	3	-5	-5	1	0.1	-9	1	-10	1.6	nt
N#C/C(=C\c1c(F)cccc1Cl)c1nn(-c2ccccc2)c(-n2cccc2)c1C#N	-5	2	-9	1	0.2	0	-19	-29	-1.5	-10
CC1CCCN(C(=O)c2cc(F)c(F)cc2Cl)C1 (centres undefined)	-10	0	-16	-1	-1.8	2	1	15	-0.1	0
CN(C)C(=O)CSc1ccccc1C(=O)OCC(=O)NC1CC1	3	-4	-7	2	-1.6	-1	-1	-8	0.4	-5

Given with values under each structure: entries from further up.
Values in the order – PKA-R2B activ, RTF Ca sens act, Rtt109 Vps75, Keap1 Nrf2 FP, CAL PDZ FP-1, RTF Ca sens inh, DAGLB inhibitor, SR-BI uptake up, C-LANA FP, CAL PDZ FP-2
N#C/C(=C\c1c(F)cccc1Cl)c1nn(-c2ccccc2)c(-n2cccc2)c1C#N
  -5, 2, -9, 1, 0.2, 0, -19, -29, -1.5, -10
CCc1nccn1S(=O)(=O)c1ccccc1[N+](=O)[O-]
  3, -5, -5, 1, 0.1, -9, 1, -10, 1.6, nt
Cc1noc(C)c1NC(=O)Nc1ccc2c(c1)C(=O)N([C@H](C)CO)C[C@H](C)[C@@H](CN(C)C(=O)NC1CCCCC1)O2
  -6, -4, -8, -6, -1.1, 1, -1, 6, 1.1, 3
COc1ccc(C(=O)N/N=C/c2c[nH]c3ccccc23)cc1
  -2, -5, 7, -4, 0.4, -4, 0, 9, -7.3, nt

The results go on:
SMILES	PKA-R2B activ	RTF Ca sens act	Rtt109 Vps75	Keap1 Nrf2 FP	CAL PDZ FP-1	RTF Ca sens inh	DAGLB inhibitor	SR-BI uptake up	C-LANA FP	CAL PDZ FP-2
Cc1cc(C(=O)N/N=C/c2ccco2)c2ccccc2n1	-4	-7	-5	-2	-0.4	-8	-2	45	-3.0	-1
CCOc1ccc(CN(C)C(=O)CNC(=O)c2ccc(Br)o2)cc1OC	-4	-4	-8	0	0.1	15	-1	11	-0.5	-7
O=[N+]([O-])c1cc(C(F)(F)F)ccc1NCCNC(=S)Nc1ccc(Cl)cc1	-15	-30	45	-1	-1.8	-1	0	-2	-1.3	-2
CC1CCN(S(=O)(=O)c2ccc(NC(=O)CSc3nnnn3C)cc2)CC1	12	3	2	3	-0.2	1	-2	-7	3.1	nt
Cc1ccc2nsnc2c1NC(=O)Cc1ccc(Cl)cc1	3	1	6	1	0.8	-1	-2	-2	0.3	1
CC(=O)N(c1ccccc1Cl)S(=O)(=O)c1ccc(Cl)cc1	-9	2	-18	-2	-3.1	3	-2	19	-1.7	-4
CC(=O)Nc1ccc(NC(=O)Cc2ccc(S(=O)(=O)N3CCCCC3)s2)cc1	0	2	1	-2	-0.7	-2	-2	33	-1.0	-7
Cc1nnc(NC(=O)c2ccc3nccnc3c2)s1	-3	-3	-16	-2	-2.3	2	-1	9	1.7	-2
CC(=O)N1CCN(C(=S)c2ccc(Cl)cc2)CC1	3	-1	-6	3	-0.2	2	1	-11	-0.6	43*
Cc1cccc(/C=N/NC(=O)c2ccc(NC(=O)c3ccc(Cl)cc3)cc2)n1	-9	-6	-6	-2	-2.7	-26	1	-77	-0.2	19
NC(N)=NC(N)=NCCc1ccccc1	3	4	-2&0	-3	0.0	-1	1	0&12	-3.6	0
Cc1ccccc1NC(=O)CSc1nc(-c2ccccc2)cc(=O)[nH]1	5	3	0	-3	-1.8	-8	0	23	-0.3	nt
Cc1ccc2[nH]c(=O)c(CN(Cc3cccs3)S(=O)(=O)c3ccc4c(c3)OCCO4)cc2c1	5	1	5	-2	-1.6	3	2	-9	2.1	34*
Cn1c(=O)c2sccc2n2c(CCCC(=O)NCCc3ccc(S(N)(=O)=O)cc3)nnc12	-3	-3	-6	0	-1.6	-18	1	0	-0.7	-2
NNC(=O)c1oc2nc(-c3ccc(Cl)cc3)cc(-c3ccccc3)c2c1N	-3	1	-2	-2	0.3	-1	-7	-106	-2.8	6
CC(C)CNC(=O)CSc1ccc(S(=O)(=O)N(C)C2CCCCC2)cn1	17	10	9	0	-0.3	4	0	-23	-0.3	-3
O=C(CN(Cc1ccc(F)cc1)C(=O)CNS(=O)(=O)c1ccc(F)cc1)NCC1CCCO1 (centres undefined)	-5	-8	-2	0	0.9	-3	1	nt	-2.4	-2
O=C(O)C1C2CCC(C2)C1C(=O)NCc1ccccn1 (centres undefined)	-11	6	0	-5	-0.6	-4	-3	0	-1.7	-2
COc1ccc(-c2nc(=S)c3c(n2CCN2CCOCC2)CC(C)(C)OC3)cc1	-4	-3	-1	-8	-0.2	-3	-2	-3	6.6	-1
CC(Cc1ccccc1)C(=O)N1CCN(C)CC1 (centres undefined)	-13	10	9	-7	0.6	11	1	40	-0.8	-2
O=S(=O)(NCC1CCCO1)c1ccc(-c2ccc(Cl)cc2)cc1 (centres undefined)	-3	-4	2	0	-0.3	-5	-1	2	0.8	-5
CC1CCCN(C(=O)COC(=O)c2n[nH]c3ccccc23)C1 (centres undefined)	-11	-7	12	-2	-1.6	-8	-1	-12	-2.8	-1
COc1ccc(N2CCN(C(=O)C3CCCO3)CC2)cc1 (centres undefined)	1	1	5	-3	-2.1	-7	0	14	-0.3	nt
Clc1c(CSc2nc3ccccc3o2)nc2sccn12	-3	-4	9	-5	-2.2	1	-6	0	1.1	-9
Cc1ccc(C(=O)N2N=C(c3ccccc3O)CC2c2ccccc2)cc1 (centres undefined)	-4	-2	-3	-7	-0.6	-2	0	-13	-2.7	1
CCOc1ccccc1NC(=O)NNC(=O)c1ccc2ccccc2c1	-9	-4	-10	-8	-3.9	0	-3	-15	0.5	-1
CN(CC(=O)Nc1ccccc1Br)C(=O)c1cccnc1Nc1cccc(C(F)(F)F)c1	-1	-7	-2	-6	-1.1	1	-1	-25	-0.3	-1
Cn1c(=S)[nH]c2scc(-c3cccs3)c2c1=O	-7	3	-7	6	-0.8	5	4	10	-0.6	66*
O=c1c2ccccc2cnn1Cc1n[nH]c(=S)n1-c1cc(Cl)cc(Cl)c1	-3	9	5	4	-0.4	0	8	nt	-1.9	-6
Cc1nc(SCC(=O)O)c(C#N)c(-c2ccco2)c1C(=O)N(C)C	-9	0	-10	3	-4.1	-3	2	18	0.3	-2
Oc1ccc(N=Nc2ccccc2)o1	-9	3	0	-5	-1.4	-2	-1	-2	1.4	-5
Clc1ccccc1CN1CCN(c2ncccn2)CC1	0	1	1	-3	-9.4	-6	0	9	-3.1	-16
CC(C)(C)NC(=O)C1CCN(C(=O)c2ccc(-c3ccccc3)cc2)CC1	4	6	-4	-2	-1.3	10	-2	-48	-1.3	-5
COCCn1c(-c2ccc3ccccc3c2)nc2c1c(=O)[nH]c(=O)n2CC(C)C	-3	-1	-5	4	-0.9	-6	-1	-10	0.8	-2
Cc1[nH]c(=O)c(C#N)c(C)c1CCC(=O)NCc1ccc(Cl)cc1	7	1	-5	3	nt	-9	-1	-7	-2.6	-2
Cc1cc(C)n(Cc2ccc(Cl)c(Cl)c2)c(=O)c1S(=O)(=O)c1ccccc1	-5	-5	6	5	-0.1	-1	0	-7	1.8	9
CCOC(=O)c1c(C)[nH]c(C(=O)OCC(=O)N(CC(C)C)C2CCS(=O)(=O)C2)c1C (centres undefined)	0	-2	12	-1	-0.3	6	0	-24	-1.3	-2
COc1ccc(-c2cc(-c3c(O)c(OC)c4occc4c3OC)[nH]n2)cc1	-3	1	-1	-5	0.2	2	1	7	1.1	3
Cc1ccccc1OCCC(=O)OCC(=O)Nc1ccc(N2CCOCC2)cc1	-3	-7	-11	4	-0.4	-4	3	0	0.8	nt
Cc1c(-c2ccccc2)[n+](=O)c2c(n1[O-])CCCCC2	-17	-2	-1	1	-0.6	8	-1	4	-1.9	-1
CCC(C)[C@H](NC(=O)C1CC(=O)N(c2ccc3c(c2)OCCO3)C1)C(=O)NC1CCCC1 (some centres undefined)	-2	-5	-3	-3	-1.4	0	-1	-10	1.2	5
COC(=O)C1=C(C)N(C)C(=O)NC1c1ccc(O)c(OC)c1 (centres undefined)	-5	-2	2	2	-0.9	-8	0	8	1.0	nt
CC(=O)NCCOc1nc(N(C)C)nc(N(C)C)n1	-14	0	-5	1	-0.2	-5	2	9	0.4	nt
Cc1ccc(S(=O)(=O)N2CCN(C(=O)COC(=O)c3cccnc3Cl)CC2)c(C)c1	5	2	-7	-7	0.5	2	0	-1	-0.9	-1
CN1CCN(CC(=O)NC(=O)NC2CCCCC2)CC1	6	-1	2	1	0.1	-4	0	8	1.1	5
CCOC(=O)NC(=O)c1cn(Nc2ccccc2)c(=O)[nH]c1=O	-2	6	-15	-5	0.8	-12	-1	-1	-1.3	0
O=C(c1ccc(S(=O)(=O)Nc2ccccc2Cl)cc1)N1CCCC1	-1	0	3	-3	0.2	-1	-1	2	-1.6	-3
CC1CCN(C(=O)CSC2=NS(=O)(=O)c3cc(F)ccc3N2)CC1	-10	-2	-7	-1	-0.1	4	-2	-12	1.0	3
Cc1nc2ccccc2nc1Nc1cccc(Cl)c1	-8	-4	1	2	-1.7	-1	-5	-4	0.7	-3
Cc1ccc(S(=O)(=O)CCc2nc3ccccc3[nH]2)cc1C	12	1	-13	-1	-6.9	-15	-3	-6	2.4	2
O=C1NC(c2ccccc2)(C(F)(F)F)SC2=CCCCCN12 (centres undefined)	-5	2	-4	-6	nt	1	-1	-4	0.7	1
CCOC(=O)C1CCCN(c2ncnc3c2cnn3-c2cccc(C)c2)C1 (centres undefined)	7	0	13	3	-3.0	-3	-9	-4	0.8	nt
CC[n+]1c(-c2ccccc2)csc1Nc1c(C)n(C)n(-c2ccccc2)c1=O	1	-3	14	-7	-1.4	-30	3	14	-0.3	-1
